# GLP-1R inv ag – qHTS of GLP-1 Receptor Inverse Agonists (Inhibition Mode); Glucagon-like peptide 1 receptor (Homo sapiens), P43220; HEK293 GLP-1R CRE-luciferase, luminescence, 24 h; GLP-1R form is constitutively active; Potency, µM (titrated, usually from 38.3 µM), inactives show at the highest dose activity change, negative = inhibition, hits mostly inhibitors; 1.6% of 410,000 active; AID 624417, 2012; note: potency is the fitted concentration of half-maximal effect; % is set by controls: 0 for no effect and ±100 for the full control effect; nearly all actives have a fitted effect of over 55% in size
# Target sequence (P43220 whole entry, looked up): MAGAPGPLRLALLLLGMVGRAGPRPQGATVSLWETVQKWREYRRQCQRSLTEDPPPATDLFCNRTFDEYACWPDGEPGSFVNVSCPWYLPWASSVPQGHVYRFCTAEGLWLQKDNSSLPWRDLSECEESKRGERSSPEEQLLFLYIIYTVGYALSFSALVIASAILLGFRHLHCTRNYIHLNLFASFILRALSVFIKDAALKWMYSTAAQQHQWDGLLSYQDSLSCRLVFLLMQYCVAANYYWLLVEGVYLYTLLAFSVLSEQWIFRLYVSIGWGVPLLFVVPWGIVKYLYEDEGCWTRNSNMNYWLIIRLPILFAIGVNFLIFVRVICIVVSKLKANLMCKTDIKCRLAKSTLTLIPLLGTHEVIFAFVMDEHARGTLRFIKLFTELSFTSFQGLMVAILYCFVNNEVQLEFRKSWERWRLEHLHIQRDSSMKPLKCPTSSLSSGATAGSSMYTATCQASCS
#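 Inverse agonists were sought by their lowering of basal cAMP reporter luciferase output in HEK293 cells stably carrying constitutively active human GLP-1R, after 24 h compound treatment.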
# DRD3 antagonist – qHTS of D3 Dopamine Receptor Antagonist: qHTS. D3R cells, DiscoveRx beta-arrestin luminescence, antagonist mode; hits give low values. max response, negative = inhibition, %. D(3) dopamine receptor (Homo sapiens), P35462. 2.5% of 360,000 active; in the data active = max response below about -50%; inconclusive = no clear call, values can overlap the other calls; note: % is set by controls: 0 for no effect and ±100 for the full control effect; mostly tested at two doses, the higher about 12 µM
#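 Cells expressing the human receptor were seeded at 1500 cells/well, incubated overnight at 37 degrees C in 5% CO2, then exposed to library compounds with dopamine controls for 90 minutes at 37 degrees C before luminescent detection.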
# GLP1R ag – qHTS of GLP-1 Receptor Agonists | 0.007% of 380,000 active | Potency, µM (doses to about 45.6 µM), for inactives: at the top dose activation, most hits filed as activators | Glucagon-like peptide 1 receptor (Homo sapiens), P43220 | HEK293 GLP-1R CRE-luciferase, luminescence, 4-6 h; cells express a hypersensitive GLP-1R form; note: potency is the fitted concentration of half-maximal effect; % of control where 0% means no effect
# D3 ag – qHTS of D3 Dopamine Receptor Agonist: qHTS | D(3) dopamine receptor (Homo sapiens), P35462 | D3R DiscoveRx beta-arrestin cells, luminescence, 90 min | max activation, % | 0.58% of 410,000 active | AID 652048, 2013; in the data active = max activation above about 30%; note: 0% is about no effect; mostly tested at two doses, the higher about 12 µM
#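 Agonist-mode cell screen: cells plated at 1500/well and incubated overnight at 37 °C, then exposed to library compounds for 90 min at 37 °C. Detection reagent was added for 30–60 min at room temperature, and luminescence was read.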
# PI5P4Ka inh – qHTS for Inhibitors of phosphatidylinositol 5-phosphate 4-kinase (PI5P4K); PI5P4Kalpha enzyme, ADP-Glo luminescence, 60 min; hits give low values; max response, %; 1.2% of 330,000 active; AID 652105, 2013; active = max response of -50% or lower; inconclusive = between -30% and -50%; inactive = -30% or higher; note: value at the top dose of about 77 µM; % is set by controls: 0 for no effect and ±100 for the full control effect
#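 Enzyme plus substrate dispensed, test compounds pinned in, then ATP (5 microM final) added. After 60 min at RT, ADP-Glo reagent 1 for 45 min and reagent 2 for 30 min preceded luminescence imaging.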
# GLP1R cytotox – qHTS of GLP-1 Receptor Inverse Agonists: Cytotox Screen; Potency, µM (doses to about 38.3 µM), for inactives: top-dose activity change, negative = inhibition, most hits filed as inhibitors; 0.13% of 410,000 active; HEK293 cAMP-luciferase reporter cells, luminescence, 24 h; AID 624418, 2012;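 note: loss of luciferase light is scored as toxicity; potency is the fitted concentration of half-maximal effect; % is set by controls: 0 for no effect and ±100 for the full control effect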
#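 A 23 nL compound transfer followed 12 hours of cell culture at 37 deg C; exposure then lasted 24 hr. Luciferase assay detection reagent was dispensed and plates read for luminescence after a 12 min room-temperature wait.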
# WRN inhibitor – qHTS for Inhibitors of WRN Helicase. Bifunctional 3'-5' exonuclease/ATP-dependent helicase WRN (Homo sapiens), Q14191. Potency, µM (doses to about 114 µM), for the others: top-dose activity change, negative = inhibition, actives largely listed as inhibitors. 0.46% of 360,000 active. WRN helicase unwinding, fluorescent forked duplex, kinetic. AID 651768, 2012; note: potency is the fitted concentration of half-maximal effect; % is set by controls: 0 for no effect and ±100 for the full control effect; nearly all actives have a fitted effect of over 55% in size
#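 WRN at 20 nM final was preincubated with compound for 15 min at room temperature; reaction started with 100 nM forked duplex oligonucleotide carrying fluorophore and quencher plus 2 mM ATP (final). Unwinding followed kinetically by red fluorescence (ex 525/em 598 nm).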
# PLK1 PBD inh – qHTS for Inhibitors of PLK1-PDB (polo-like kinase 1 - polo-box domain): Primary Screen. Serine/threonine-protein kinase PLK1 (Homo sapiens), P53350. Plk1 PBD binding of FITC phosphopeptide, fluorescence polarization. Potency, µM, for the others: max response, negative = inhibition, hits mostly inhibitors. 2.8% of 360,000 active. AID 720504, 2013; note: potency is the fitted concentration of half-maximal effect; series mostly up to about 57 µM; % is set by controls: 0 for no effect and ±100 for the full control effect; nearly all actives have a fitted effect of over 65% in size
# Target sequence (P53350 whole entry, looked up, the tested form may be a part): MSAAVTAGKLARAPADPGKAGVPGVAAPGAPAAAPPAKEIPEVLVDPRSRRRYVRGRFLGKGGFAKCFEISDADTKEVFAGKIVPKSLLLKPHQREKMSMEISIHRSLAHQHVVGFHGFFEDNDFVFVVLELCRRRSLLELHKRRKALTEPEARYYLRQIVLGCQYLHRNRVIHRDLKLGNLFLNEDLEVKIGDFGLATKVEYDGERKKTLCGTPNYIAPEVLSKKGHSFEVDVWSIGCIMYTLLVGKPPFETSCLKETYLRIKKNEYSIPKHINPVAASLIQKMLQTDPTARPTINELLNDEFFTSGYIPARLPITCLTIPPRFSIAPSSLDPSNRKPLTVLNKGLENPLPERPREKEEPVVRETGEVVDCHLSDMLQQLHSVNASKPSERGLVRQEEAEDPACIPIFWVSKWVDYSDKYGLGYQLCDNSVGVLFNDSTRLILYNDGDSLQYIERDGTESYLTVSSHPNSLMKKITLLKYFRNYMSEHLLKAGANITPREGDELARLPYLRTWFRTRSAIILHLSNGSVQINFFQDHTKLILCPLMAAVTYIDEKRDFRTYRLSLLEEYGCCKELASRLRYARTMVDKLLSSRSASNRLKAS
# IL-2 act – qHTS of IL-2 Activators; IL-2 activation reporter assay, cell-based qHTS; stimulated with anti-CD3/CD4/CD28 beads; in transgenic mouse T cells; activation, % (series mostly up to about 46 µM); 0.065% of 360,000 active; AID 652025, 2013; in the data active = activation above about 50%; inconclusive = mostly about 30% to 49%; note: 0% is about no effect
#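 Quantitative HTS in unstimulated transgenic mouse T cells, with memory T cells as non-tolerant control and PMA/ionomycin as tolerance-bypass control. Compound pretreatment lasted 60 minutes before 18 h bead stimulation; EGFP/DsRed fluorescence read.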
# Numbers without * were called inactive; ? = inconclusive; · = not tested or not shown; & = joins results of further samples; [ ] = another dose, or the depositor's remark. Unless noted, calls come from the whole dose curve; as a rule, active = well fitted curve in the direction sought with a large enough effect; inconclusive = small, poorly fitted or top-dose-only effect, or another doubt; inactive = no such curve, though single readings can be large; an effect the other way counts as inactive or inconclusive.
SMILES,GLP-1R inv ag,DRD3 antagonist,GLP1R ag,D3 ag,PI5P4Ka inh,GLP1R cytotox,WRN inhibitor,PLK1 PBD inh,IL-2 act
CCC(OC(=O)CCc1nc2ccccc2[nH]c1=O)C(=O)c1ccccc1 (stereo not drawn),-13%,37,0%,0,·,-12%,-1%,-3%,2.0
COc1ccc(C)cc1S(=O)(=O)N(CC(=O)O)c1ccc(F)cc1,3%,0,-9%,3,-3,-5%,-23%[57.1 µM],-6%,-0.8
O=C(NCCN1CCOCC1)c1c[nH]c2ccc(S(=O)(=O)N3CCOCC3)cc2c1=O,6%,-8,3%,-4,-7,2%[1.53 µM],-23%[57.1 µM],0%,0.0
CCCc1cc(=O)oc2c(C)c(OCC(=O)N3CCC[C@@H]3C(=O)O)ccc12,-9%,26,-1%,7,0,3%,1%,-5%,0.0
Cc1ccc(-c2noc(C3CCCN(C(=O)C4CCCCC4)C3)n2)o1 (stereo not drawn),0%,21,13%,9,·,8%,-9%,-10%,-2.2
COc1ccc(OC)c(/C=C2\Oc3cc(OCC(=O)N4CCC[C@H]4C(=O)O)ccc3C2=O)c1,-1%,?,6%,-30,7,72%[activator],-21%,-5%,0.7
CCOc1ncccc1C(=O)N1CCN(c2ccc(C(F)(F)F)cn2)CC1,-7%,-6,7%,1,9,2%,-5%,-8%,-0.1
C/C(CC(=O)Nc1ccc(N(C)C)cc1)=N\NC(=O)c1ccc([N+](=O)[O-])cc1Cl,20%[0.307 µM],2,-14%,6,-12,22%[0.307 µM],-3%,21µM*,0.3
CC(=O)c1sc(NC(=O)C2CSC3(C)CCC(=O)N23)nc1-c1ccccc1 (stereo not drawn),-10%,9,-3%,1,-7,15%,-1%,-9%,-1.2
O=[N+]([O-])c1ccn(-c2nc(-c3ccccc3)cc(C(F)(F)F)n2)n1,20%,-3,26%,-1,1,2%,-5%,-4%,-0.1
COc1cccc(CN(C)C(=O)CCNC(=O)c2ccc(Br)cc2)c1,-18%,4,9%,-14,3,9%,-6%,2%,-1.7
CCn1ccc(C(=O)Nc2cccc(Cl)c2)n1,-1%,-7,19%,13,3,-7%,-3%,-3%,-1.2
CCCCNC(=O)N1CCCC(C(=O)c2cc(C)c(OC)c(C)c2)C1 (stereo not drawn),?,-9,-2%,3,10,16%,-31%,-14%,5.8
Cc1ccc(S(=O)(=O)NC(=O)c2cc(C)n(CC(c3ccccc3)N(C)C)c2C)cc1 (stereo not drawn),-1%,-2,29%,1,2,8%,-9%,-3%,-0.9
Cc1ccc(SCc2cn3c(C)csc3n2)cc1,0%,-53*,1%,-24,·,-16%,5%,-11%,-1.9
C=CCn1cnc2c(nnn2Cc2ccc(F)cc2)c1=O,16%,8,-4%,2,5,2%,7%,5%,4.5
Cc1cccc(S(=O)(=O)N[C@@H]2CC[C@@H](CCNS(=O)(=O)c3ccccc3F)O[C@@H]2CO)c1,13%,12,·,2,1,-6%,3%,-4%,-0.4
COCC(=O)Nc1c(C(=O)N2CCCC2)oc2ccccc12,45%[activator],-9,13%,6,7,1%,-4%,-2%,-0.1
Cc1cc(C)cc(OCCn2ccnc2)c1,-8%,-10,3%,-1,-4,-1%,6%,2%,3.2
O=C(O)c1ccc(/C=N/Nc2ccc(F)cc2F)cc1,?,-15,-17%,3,-7,6%,-3%,-18%,-0.2
CN(C(=O)COC(=O)c1ccc(Cl)c(S(=O)(=O)N2CCCCC2)c1)C1(C#N)CCCCC1,4%,2,1%,1,-5,-1%,-3%,-5%,-0.6
Cc1cc(C(=O)NC2CC(C)(C)Cc3c2cnn3-c2ccccc2)n[nH]1 (stereo not drawn),?,-1,5%,2,-6,-1%,4%,-7%,3.8
CCn1c(NCCc2ccc(OC)c(OC)c2)nc2c1c(=O)n(C)c(=O)n2C,5%,21,6%,3,-5,0%,5%,-10%,-2.1
O=C(NCc1cccs1)C1CCCN1S(=O)(=O)c1ccccc1F (stereo not drawn),0%,16,0%,13,·,9%,7%,-4%,-2.3
COc1ccccc1CN1CCN(Cc2ccco2)CC1,-17%,?,0%,-41,-9,4%,-7%,2%,-1.1
O=C(CCSc1ccccc1)NC1CCCCCC1,-4%[7.66 µM],6,12%,-3,-1,3%[7.66 µM],-9%,-8%,0.4
Clc1ccc(OC2CCN(Cc3nc(CC4CC4)no3)CC2)cc1,2µM*,-1,0%,-7,23,0%,-8%,-2%,0.7
O=C(COC(=O)Cc1cccs1)Nc1cccc(S(=O)(=O)N2CCOCC2)c1,20%,12,3%,-6,?,2%,-10%,7%,-0.3
CCc1c(O)nc(SCC(=O)N2CCOCC2)n(-c2ccccc2)c1=O,11%,-27,-15%,-6,·,3%,7%,-4%,-3.2
c1ccc(Cn2nnnc2CN2CCN(Cc3ccc4c(c3)OCO4)CC2)cc1,-28%,-7,2%,-10,-4,-1%,-6%[57.1 µM],-1%,-1.0
Cn1c(=O)n(C)c2cc(NS(=O)(=O)c3ccc(F)cc3)ccc21,42%&4%[activator],4,17%,7&7,0,-11%&1%,5%,-7%,0.0
CC(=O)N1CCN(S(=O)(=O)c2cccc(C(=O)NNC(=O)Cn3ccc(C(F)(F)F)n3)c2)CC1,30%,0,4%,3,4,-9%,-1%,3%,-0.4
COc1ccc(/C=N/NC(=O)C(=O)Nc2ccccn2)cc1OC,16%,-28,-1%,-6,-5,-6%,8%,-5%,0.0
COCC(=O)Nc1ccc(-c2cn3cccnc3n2)cc1,0%,-12,13%,22,·,11%,-18%,-1%,-0.9
COC(=O)CSc1ncnc2c1sc1nc3c(cc12)COC(C)(C)C3,?,-14,-2%,-7,8,13%,4%,-12%,1.3
Cc1nn(-c2ccccc2)c(C)c1C(=O)OCC(=O)c1c(N)n(CC(C)C)c(=O)n(C)c1=O,?,68,1%,1,·,-11%,2%,-2%,-3.5
CCCCNC(=O)c1ccccc1NS(=O)(=O)c1ccc2c(c1)OCCO2,8%,-11,6%,1,·,0%,7%,-2%,-2.7
Cn1nc(SCC(=O)O)sc1=S,5%,6,-11%,1,6,3%,3%,2%,0.9
O=C(CSc1nnc(-c2ccc(Cl)cc2)n1Cc1ccco1)c1cccs1,0%,-7,2%,-10,·,3%,-21%[57.1 µM],-25%,-2.3
C/C(CC(=O)Nc1ccc(Cl)c(C(F)(F)F)c1)=N\NC(=O)c1cnccn1,?,-10,3%,1,-6,-30%,-4%,-5%,-0.1

# 9 compounds out of the list, arranged by length of the SMILES, ascending:
SMILES,GLP-1R inv ag,DRD3 antagonist,GLP1R ag,D3 ag,PI5P4Ka inh,GLP1R cytotox,WRN inhibitor,PLK1 PBD inh,IL-2 act
Cn1nc(SCC(=O)O)sc1=S,5%,6,-11%,1,6,3%,3%,2%,0.9
COCC(=O)Nc1ccc(-c2cn3cccnc3n2)cc1,0%,-12,13%,22,·,11%,-18%,-1%,-0.9
COc1ccc(/C=N/NC(=O)C(=O)Nc2ccccn2)cc1OC,16%,-28,-1%,-6,-5,-6%,8%,-5%,0.0
COC(=O)CSc1ncnc2c1sc1nc3c(cc12)COC(C)(C)C3,?,-14,-2%,-7,8,13%,4%,-12%,1.3
CCc1c(O)nc(SCC(=O)N2CCOCC2)n(-c2ccccc2)c1=O,11%,-27,-15%,-6,·,3%,7%,-4%,-3.2
Cn1c(=O)n(C)c2cc(NS(=O)(=O)c3ccc(F)cc3)ccc21,42%&4%[activator],4,17%,7&7,0,-11%&1%,5%,-7%,0.0
C/C(CC(=O)Nc1ccc(Cl)c(C(F)(F)F)c1)=N\NC(=O)c1cnccn1,?,-10,3%,1,-6,-30%,-4%,-5%,-0.1
Cc1nn(-c2ccccc2)c(C)c1C(=O)OCC(=O)c1c(N)n(CC(C)C)c(=O)n(C)c1=O,?,68,1%,1,·,-11%,2%,-2%,-3.5
CC(=O)N1CCN(S(=O)(=O)c2cccc(C(=O)NNC(=O)Cn3ccc(C(F)(F)F)n3)c2)CC1,30%,0,4%,3,4,-9%,-1%,3%,-0.4

# (next part)
SMILES,GLP-1R inv ag,DRD3 antagonist,GLP1R ag,D3 ag,PI5P4Ka inh,GLP1R cytotox,WRN inhibitor,PLK1 PBD inh,IL-2 act
Cc1nc(C#N)c(N/N=C/c2c(F)cccc2Cl)o1,-9%,-64*,-5%,-2,1,-17%,3%,-10%,-1.6
COc1ccc(CCNC(=O)CCc2ccccc2)cc1OC,12%,-4,13%,-4,5,16%,-6%,-11%,-1.3
Cc1ccc(N2/C(=N/c3nc(C)cc(C)n3)NC(=O)CC2C(=O)O)cc1 (stereo not drawn),17%,-11,3%,-10,·,-30%,1%,-1%,4.9
COC(=O)CCCn1cc(CN2CC(N3CCCC3)CS2(=O)=O)nn1 (stereo not drawn),22%,2,0%,1,3,1%,-6%,-3%,1.3
COc1cccc(CN2C(=O)CN(C3CCCCC3)C(=O)C2c2ccc(F)cc2)c1 (stereo not drawn),-35%,17,2%,-20,·,-25%,2%,-13%,-1.2

# Screening data from PubChem.
